inhibitors of VEEV = inhibitors of VEEV TC-83 cytopathic effect, confirmation, Vero cells (AID 588727) | Vero cells, VEEV TC-83 cytopathic effect inhibition; higher % means a stronger effect | inhibition, % at 20 µM, or IC50 in µM where a hit was titrated | 350,000 tested, 0.13% active; in the data active = a potency from the dose series; inconclusive = inhibition mostly from about 14% at the one dose, without a potency; inactive = the rest, 99 in 100 with inhibition below about 12%; note: strong numbers were not always called active
influenza NS1A = H1N1 influenza NS1A inhibitors, functional cell based assay (AID 504329) | NS1A functional cell-based assay, percent inhibition; higher % means a stronger effect | inhibition, % at 12.5 µM, or IC50 in µM where a hit was titrated | 340,000 tested, 0.3% active; in the data active = a potency from the dose series; inconclusive = inhibition above about 27% without an active follow-up result; note: strong numbers were not always called active
H37Rv inhibition = M. tuberculosis growth inhibition, HTS (AID 449762). M. tuberculosis H37Rv growth inhibition, 7H9 media; higher % means a stronger effect. one-dose inhibition, % at 25 µM; IC50 in µM for titrated hits. 330,000 tested, 0.59% active; in the data active = a potency from the dose series; inconclusive = inhibition above about 70% without an active follow-up result;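 note: bacterial growth assessed after seven days of incubation; strong numbers were not always called active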
Salmonella PhoP GFP = PhoP regulon inhibitors, Salmonella typhi PhoP promoter GFP reporter, confirmatory (AID 1850); Salmonella Typhi PhoP-promoter GFP reporter, fluorescence, 4 h; higher % means a stronger effect; inhibition, % at 50 µM; hits with a dose series show IC50 in µM; 310,000 tested, 0.33% active; in the data active = a potency from the dose series; inconclusive = inhibition mostly from about 25% at the one dose, without a potency; inactive = the rest, 99 in 100 with inhibition below about 19%;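 note: 0% = induced wells with vehicle and 100% = uninduced wells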
M. tuberculosis = growth inhibition of non-replicating M. tuberculosis (AID 488890); Mycobacterium tuberculosis non-replicating, growth inhibition; higher % means a stronger effect; inhibition, % at 25 µM, or IC50 in µM where a hit was titrated; 320,000 tested, 0.39% active; in the data active = a potency from the dose series; inconclusive = inhibition mostly from about 82% at the one dose, without a potency; inactive = the rest, 99 in 100 with inhibition below about 76%;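 note: plate controls were DMSO cells for no effect and high antibiotic wells for full effect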
inhibitors of VEEV 10K pilot screen = recorded beside inhibitors of VEEV, whose call it bears; inhibition, %; measured here: 10K pilot screen inhibition
Active calls of the source: *; i = inactive; ? = inconclusive; . = no result given. Outcome played no part in choosing rows, and some 1.6% of all compounds hit somewhere here.

SMILES	inhibitors of VEEV	influenza NS1A	H37Rv inhibition	Salmonella PhoP GFP	M. tuberculosis	others
Cc1cccc(Nc2nc(-c3ccccc3)c(C(=O)Nc3cccnc3)s2)c1	5.7%	8%	8%	-6%	31%
O=c1[nH]c2nc(Br)[nH]c(=O)c2[nH]1	i	-1%	.	.	.
Cc1nnc(SCC(=O)N2CCCCC2)s1	1.5%	23%	-1%	-3%	5%
O=C(NCCc1ccc2c(c1)OCCO2)c1cccc(F)c1	0.1%	3%	14%	-2%	43%
O=C(COC(=O)c1c2c(nc3ccccc13)CCCC2)c1ccc(Br)s1	?	-8%	29%	-6%	29%
COc1ccc(CNc2nc3nc(C)c(Cl)c(=O)n3[nH]2)cc1OC	4.2%	10%	7%	13%	-7%
O=C(CCOc1ccccc1)Nc1ccnn1C1CCN(Cc2ccccc2)CC1	1.7%	6%	-1%	-4%	-3%
CCN(c1ccccc1)S(=O)(=O)c1cc2c(cc1C)NC(=O)CO2	i	2%	-2%	10%	17%	inhibitors of VEEV 10K pilot screen=0.0
CC(=O)c1c(O)cc2n(c1=O)-c1ccc(Cl)cc1C2(C)C	4.8%	-5%	-3%	1%	61%
O=C(CCC(=O)N1CCN(c2ccc(O)cc2)CC1)c1ccc(Br)cc1	.	.	3%	3%	27%
NNC(=O)C1=NOC2COC3(CCN(c4ncccn4)CC3)OCC12 (stereo not drawn)	1.4%	.	-2%	8%	12%
Cc1cc(C(=O)COC(=O)CC(NC(N)=O)c2ccc(Cl)cc2)c(C)n1C (stereo not drawn)	1.0%	-9%	-2%	.	19%
Cc1ccc(-n2ncc3c(=O)n(CC(=O)NC4CCCCC4)cnc32)cc1C	1.1%	-9%	-10%	-8%	-17%
O=C(Cc1ccccc1)Nc1ccc(N2CCOCC2)cc1	0.6%	2%	0%	-3%	-12%
C=CCN1C(=O)/C(=C\c2ccc(C)cc2)N=C1SCC(=O)NCCC	0.5%	-6%	-4%	-1%	-5%

Overlap with the part before: 2 compounds, then new ones.
SMILES	inhibitors of VEEV	influenza NS1A	H37Rv inhibition	Salmonella PhoP GFP	M. tuberculosis	others
O=C(Cc1ccccc1)Nc1ccc(N2CCOCC2)cc1	0.6%	2%	0%	-3%	-12%
C=CCN1C(=O)/C(=C\c2ccc(C)cc2)N=C1SCC(=O)NCCC	0.5%	-6%	-4%	-1%	-5%
Cc1cc2cc(C(c3nnnn3Cc3ccccc3)N3CCc4ccccc43)c(=O)[nH]c2cc1C (stereo not drawn)	4.2%	7%	-4%	-3%	18%
CCOc1ccc(CCNc2ccc3nnc(-c4ccccc4)n3n2)cc1OCC	9.4%	-4%	-9%	-4%	.
CC(Cl)C(=O)NN=C(c1ccccc1)c1ccccc1 (stereo not drawn)	2.2%	-4%	-4%	5%	43%
CCCC12CN3CC(C)(CN(C1)C3c1cccs1)C2=O (stereo not drawn)	0.4%	.	-2%	4%	-11%
CC(C)Cc1nnc(NS(=O)(=O)c2ccc(Cl)cc2)s1	2.2%	-1%	-6%	-6%	.
COc1ccc(Nc2ncccc2C(=O)NCc2ccccc2)cc1	0.8%	22%	-1%	-3%	21%
COC(=O)CSc1nnc(CNC(=O)c2ccc(S(=O)(=O)N3CCCCC3)cc2)n1C	i	5%	4%	-15%	30%	inhibitors of VEEV 10K pilot screen=0.8
Cc1ccc2c(=O)n3c(nc2c1)C(Cc1ccccc1)NC(=O)c1cc(Cl)ccc1-3 (stereo not drawn)	.	.	6%	.	11%
O=S1(=O)CC(O)C(N2CCCCC2)C1 (stereo not drawn)	i	0%	0%	-13%	-14%
CCN(CC(=O)Nc1c(F)cccc1F)C(=O)CCOc1ccc(C)cc1	1.2%	-13%	-5%	3%	-4%
COC(=O)c1cc(C(=O)OCC(=O)c2ccc3c(c2)NC(=O)CO3)cc([N+](=O)[O-])c1	1.5%	-1%	.	.	.
Cc1cc(C)n2nc(/C(C#N)=C/c3ccccc3)c(C#N)c2n1	3.7%	0%	.	-5%	.
Cn1nc(-c2ccc(Cl)cc2)c2cc(C(=O)NCc3ccco3)sc21	10%	0%	5%	-12%	-2%
Cn1cnc(C(=O)N2CCc3ccccc3C2)c1C(=O)N1CCc2ccccc2C1	i	-1%	-17%	.	22%
COC(=O)C1=CO[C@@H](O)C2C(CO)=CCC12 (stereo partly drawn)	i	-3%	-11%	.	3%	inhibitors of VEEV 10K pilot screen=0.3

Continued, overlapping the part above by six compounds.
SMILES	inhibitors of VEEV	influenza NS1A	H37Rv inhibition	Salmonella PhoP GFP	M. tuberculosis	others
CCN(CC(=O)Nc1c(F)cccc1F)C(=O)CCOc1ccc(C)cc1	1.2%	-13%	-5%	3%	-4%
COC(=O)c1cc(C(=O)OCC(=O)c2ccc3c(c2)NC(=O)CO3)cc([N+](=O)[O-])c1	1.5%	-1%	.	.	.
Cc1cc(C)n2nc(/C(C#N)=C/c3ccccc3)c(C#N)c2n1	3.7%	0%	.	-5%	.
Cn1nc(-c2ccc(Cl)cc2)c2cc(C(=O)NCc3ccco3)sc21	10%	0%	5%	-12%	-2%
Cn1cnc(C(=O)N2CCc3ccccc3C2)c1C(=O)N1CCc2ccccc2C1	i	-1%	-17%	.	22%
COC(=O)C1=CO[C@@H](O)C2C(CO)=CCC12 (stereo partly drawn)	i	-3%	-11%	.	3%	inhibitors of VEEV 10K pilot screen=0.3
Cc1ccn2cc(C(=O)NCc3ccco3)nc2c1	2.5%	13%	-3%	9%	-18%
COc1ccc(NC(=O)CN(C)C(=O)c2oc3ccccc3c2C)cc1	1.7%	11%	1%	8%	13%
Cc1cc(F)c(F)c(C(=O)NC2CC2)c1Cl	0.1%	-5%	-12%	-6%	-4%
COc1ccc(-c2ccc(NS(=O)(=O)c3cc([N+](=O)[O-])ccc3C)cc2)nn1	2.5%	2%	1%	6%	12%
CC(C)(C)NC(=O)N1c2ccccc2Sc2ccccc21	i	6%	6%	5%	9%
CCN(CC(=O)NC1CCS(=O)(=O)C1)c1nc(-c2cccnc2)nc2ccccc12 (stereo not drawn)	0.5%	-7%	-1%	-9%	-6%
S=C1NCCN1CC1CCN(CCCC2CCCC2)CC1	i	-17%	.	.	.
NC(=O)Cc1ccc(Nc2nnc(-c3ccccc3)c3ccccc23)cc1	2.0%	1%	9%	-9%	51%
CCCN1C(=O)C(=O)c2cc(C)ccc21	1.3%	11%	9%	.	33%
CC1CN(CCCCOc2cccc(Oc3ccccc3)c2)CC(C)O1 (stereo not drawn)	i	9%	1%	1%	65%
CCn1nc(C)c(C2C(C#N)=C(N)OC3=C2C(=O)CCC3)c1C (stereo not drawn)	0.2%	-7%	3%	-16%	-2%
N#Cc1c(N)nc2c(c1-c1ccc3c(c1)OCO3)CCCCCC2	4.1%	0%	7%	-2%	15%
C[C@@H](CN=[N+]=[N-])CN1CC[C@H](O)CCC1=O	0.5%	-6%	-5%	-5%	-10%
O=C(Cn1c(=O)sc2ccccc21)Nc1ccc2c(c1)OCCO2	7.3%	-3%	1%	0%	-5%
CC(=O)c1ccc(S(=O)(=O)Nc2ccc(-n3c(C)nc4ccccc4c3=O)cc2)cc1	0.4%	-2%	26%	7%	34%

Three compounds out of the list, ordered by length of the SMILES, smallest number first.
SMILES	inhibitors of VEEV	influenza NS1A	H37Rv inhibition	Salmonella PhoP GFP	M. tuberculosis	others
CCCN1C(=O)C(=O)c2cc(C)ccc21	1.3%	11%	9%	.	33%
CC(C)(C)NC(=O)N1c2ccccc2Sc2ccccc21	i	6%	6%	5%	9%
CCn1nc(C)c(C2C(C#N)=C(N)OC3=C2C(=O)CCC3)c1C (stereo not drawn)	0.2%	-7%	3%	-16%	-2%

The listing continues.
SMILES	inhibitors of VEEV	influenza NS1A	H37Rv inhibition	Salmonella PhoP GFP	M. tuberculosis	others
COc1ccc(C(=O)NCCc2nnc(SCC(=O)Nc3ccccc3F)n2C)cc1	0.5%	1%	8%	-32%	0%
CC(C)c1ccc(CN(C(=O)C2COc3ccccc3O2)C2CCS(=O)(=O)C2)cc1 (stereo not drawn)	i	-1%	4%	-3%	24%
Cc1ccc(OCc2nnc(SCC(=O)C(C)(C)C)n2Cc2ccco2)cc1	6.1%	-4%	5%	-7%	37%
CCCCOc1ccccc1C(=O)N(Cc1ccco1)C1CCS(=O)(=O)C1 (stereo not drawn)	1.4%	-2%	1%	8%	4%
O=C(O)c1c[nH]c2ccc([N+](=O)[O-])cc2c1=O	0.5%	-10%	.	.	.
CC(=O)n1cc([C@H]2C=C(C(=O)Nc3ccccc3)O[C@@H](OCc3ccc(CO)cc3)C2)c2ccccc21	9.6%	8%	4%	-15%	16%	inhibitors of VEEV 10K pilot screen=8.6
COC(=O)c1nn(-c2ccc(Cl)cc2)c(=O)cc1Sc1ccccn1	2.6%	7%	1%	-4%	13%
Cc1ccc(NC(=S)NC(=O)c2c(-c3ccccc3Cl)noc2C)cc1	i	-3%	-12%	11%	44%
Cc1cc(NC(=O)COC(=O)/C=C/c2ccc(C)o2)no1	1.2%	-22%	3%	.	8%
COc1cccc(C(=O)NCCS(=O)(=O)NCCCc2ccccc2)c1	1.1%	4%	-3%	10%	9%
Cc1cccc(NC(=O)c2cccc(N3C(=O)C4CCC(C)CC4C3=O)c2)c1C (stereo not drawn)	1.4%	17%	1%	-5%	7%
CC(C(=O)N1CCCCC1)n1ncn2cccc2c1=O (stereo not drawn)	0.6%	-16%	1%	-16%	-4%
CCOc1nc(-c2ccc(Cl)cc2Cl)ccc1C#N	0.9%	-22%	-1%	8%	4%
CN(C(=O)CSc1cccc[n+]1[O-])c1ccccc1	5.2%	-12%	-7%	.	0%
COc1ccc(S(=O)(=O)N2CCCCCC2)cc1NC(=O)c1c2c(nc3ccccc13)CCN(Cc1ccccc1)C2	4.9%	-4%	10%	-8%	39%
O=C(CCCc1ccccc1)Nc1cccc(C(=O)O)c1	0.4%	0%	-5%	-23%	-4%
COc1ccc(NC(=O)CCc2c(C)nn(-c3ccc(N4CCOCC4)nn3)c2C)cc1	0.3%	2%	5%	6%	-4%
COCC(=O)N(Cc1nc2sc(C)c(C)c2c(=O)[nH]1)C1CCCCC1	0.9%	8%	-7%	5%	17%
CCOC(=O)N1CCN(Cc2nnc(-c3ccccc3Cl)o2)CC1	i	-1%	6%	3%	1%
O=C(CSc1nc2sc3c(c2c(=O)n1-c1ccccc1)CCCC3)NCc1ccco1	0.5%	26%	-6%	.	.
CCCOC(=O)C1C2C=CC(C3CC23)C1C(=O)OCC(=O)c1ccccc1 (stereo not drawn)	1.2%	3%	3%	-3%	8%
O=C(Nc1cccc(F)c1)C1CCCCC1	i	-1%	-1%	0%	13%	inhibitors of VEEV 10K pilot screen=0.5
O=C(CCn1c(=O)oc2ccccc21)N1CCN(c2ccc(F)cc2)CC1	3.8%	2%	-1%	-6%	11%
Cc1ccc(CN2CC(C(=O)N3CCN(S(=O)(=O)c4ccc(C)cc4C)CC3)CC2=O)cc1 (stereo not drawn)	i	-13%	2%	.	30%
COc1cc(/C=N/NC(=O)Cn2c([N+](=O)[O-])cnc2C)ccc1OC(=O)N(C)C	i	1%	-8%	0%	-1%
CC(=O)c1cccc(NC(=S)N2CCN(S(=O)(=O)c3ccc(F)cc3)CC2)c1	0.9%	0%	-9%	-8%	14%
COc1ccc2nc(-c3ccccc3)nc(SC)c2c1	i	-4%	.	.	.
CSCCC(NS(=O)(=O)c1ccc(Cl)cc1)C(=O)OCC(=O)NC1CC1 (stereo not drawn)	1.6%	8%	1%	2%	5%
CCOC(=O)c1ccc(Nc2ncnc3c2cnn3C)cc1	2.6%	1%	17%	5%	37%
NC(=O)/C(=C/c1cccnc1)NC(=O)c1ccccc1	i	-2%	-15%	0%	-7%
COc1ccc(CCCc2nnc(SCC(=O)Nc3nc(C)cs3)n2C)cc1C	7.8%	21%	1%	6%	18%
NC(=O)NCc1cccc(Cl)c1	0.7%	-4%	-2%	1%	-2%
O=C1NC(=S)N(c2ccc(F)cc2)C(=O)/C1=C\c1ccoc1	0.8%	10%	.	.	.
O=C(Cn1c(=O)oc2ccccc21)Nc1ccccc1Cl	0.3%	4%	-4%	-3%	-16%
COc1cccc(OC)c1OCCCCn1cnc2ccccc2c1=O	1.9%	-3%	-3%	11%	4%
O=c1cc(N2CCCCC2)c2ccccc2o1	0.2%	3%	-2%	7%	-25%
CCCNC(=O)COc1coc(CN2CCN(Cc3ccccc3)CC2)cc1=O	0.2%	9%	-4%	5%	-3%

Bioassay records from PubChem BioAssay.
